# Assay outcomes (PubChem BioAssay)
# PL biosyn Enam: animal cell phospholipid biosynthesis inhibition, Enamine screen. ZR-82 CHO cells, pyrene fatty acid UV survival, CellTiter Blue; peroxisome-deficient CHO-K1 mutant line; plus DGAT-1, DGAT-2 and ACAT inhibitors. calls only at 10 µM. 20,000 tested, 0.4% active;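 active = cell survival signal 2 SD away from solvent-only control wells, confirmed on one or two retests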;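 note: 3 h compound exposure then viability read about one day after UV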
# Calls only; i = inactive; + = active, no number.
no.	Compound	PL biosyn Enam
1	N=C(N)N1CCN(c2ccccc2)CC1	i
2	CCCCCC(C)NC(=O)C(C)NC(=O)c1ccco1 (stereo not given)	i
3	CN1CCN(/N=C/c2cc(Cl)cc(Cl)c2O)CC1	i
4	Clc1ccc2c(Sc3nnnn3C3CCCC3)ccnc2c1	i
5	O=c1c2c3c(sc2nc2c4ccccc4cnn12)CCCC3	i
6	S=C(Nc1ccc(Cl)cc1)NC1CCC(CC2CCC(NC(=S)Nc3ccc(Cl)cc3)CC2)CC1 (stereo not given)	i
7	Cc1ccc2nc(-c3ccccc3)c(C[N+](C)(C)C)n2c1	i
8	CC(Sc1n[nH]c2nc3ccccc3n12)C(=O)c1c[nH]c2ccccc12 (stereo not given)	i
9	COc1cc(OC)c(/C(C)=N/N=C(N)N)cc1Cl	i
10	Cc1noc(C)c1C(=O)Nc1nc(-c2cccs2)cs1	i
11	CC1(C)CC(=O)C(C=NCCCNC2CCCCC2)=C(O)C1	i
12	O=C1NC(=S)/C(=C\c2ccc(-c3cc(Cl)ccc3Cl)o2)S1	i
13	COC(=O)c1c(NC(=O)CSc2nncs2)sc2c1CCCCC2	i
14	CCCCCN(C(=O)NC(=O)NCCCC)S(C)(=O)=O	i
15	Fc1ccc(-n2c(-c3ccccc3)nn(CN3CCc4ccccc4C3)c2=S)c(F)c1	i
16	O=C(CSc1ncnc2sc3c(c12)CCC3)NCC(F)(F)F	i
17	O=S(=O)(Nc1ccc2oc3ccccc3c2c1)c1cccc(Cl)c1Cl	i
18	Oc1cc2c(cc1CN1CCN(c3ncccn3)CC1)OCO2	i
19	O=S(=O)(c1cc(Cl)cc(Cl)c1O)N1CCCCC1	i
20	CNC(=S)N1N=C(c2ccc(Br)cc2)CC1c1ccc(OC)cc1 (stereo not given)	i
21	O=C(CC(=O)N/N=C/c1ccco1)N/N=C/c1ccco1	i
22	CC1(C)C2CCC1(CS(=O)(=O)n1cnc3ccccc31)C(=O)C2 (stereo not given)	i
23	O=C(COC(=O)/C=C/c1ccc(I)o1)CN1CCN(C(=O)c2ccco2)CC1	i
24	OC(COCC1COc2ccccc2O1)CN1CCN(c2ccccc2)CC1 (stereo not given)	i
25	Fc1ccc(-c2cc3ncnc(NCc4ccc5c(c4)OCO5)c3s2)cc1	i
26	COc1cc(C2NC(=O)NC3=C2C(=O)N(CCO)C3)cc(OC)c1OC (stereo not given)	i
27	COc1ccc(C2=Nc3ccccc3SC2c2nc3ccccc3[nH]2)cc1 (stereo not given)	i
28	COCCN=c1scc(-c2ccc(Br)cc2)n1/N=C/c1ccc(O)cc1O	i
29	CCc1nc2scc(-c3cccs3)c2c(=O)o1	i
30	COc1cccc(C2N=C(N)Nc3nc4ccccc4n32)c1OC (stereo not given)	i

# 2 entries picked at random from the list so far:
no.	Compound	PL biosyn Enam
20	CNC(=S)N1N=C(c2ccc(Br)cc2)CC1c1ccc(OC)cc1 (stereo not given)	i
17	O=S(=O)(Nc1ccc2oc3ccccc3c2c1)c1cccc(Cl)c1Cl	i

# Later entries.
no.	Compound	PL biosyn Enam
31	COCCN=c1scc(-c2ccccc2)n1/N=C1\CCc2ccccc21	i
32	O=S(=O)(Nc1ccc(F)cc1F)c1cccc(F)c1	i
33	CC(=O)Oc1ccc2c(=O)c(Oc3ccc(F)cc3)c(C(F)(F)F)oc2c1	i
34	Cc1sc2ccccc2[n+]1CCCS(=O)(=O)[O-]	i
35	Nc1cc(Cl)ccc1Oc1ccc2ccccc2c1Cl	i
36	O=C(CCCN1C(=O)NC2(CCCC2)C1=O)N1CCN(S(=O)(=O)c2ccc(Cl)s2)CC1	i
37	Fc1ccc(Br)cc1/C=N/n1c(-c2ccc(Cl)cc2Cl)n[nH]c1=S	i
38	O=[N+]([O-])c1ccc(Cc2cc[n+](Cc3cc([N+](=O)[O-])cc4c3OCOC4)cc2)cc1	i
39	O=c1cc(Cn2cc(C(F)(F)F)cc(Cl)c2=O)c2c(ccc3ccccc32)o1	i
40	CN1/C(=C\C=Nc2cc(Cl)c(Cl)cc2Cl)C(C)(C)c2ccccc21	i
41	CCN1CCN(C(=S)N=P(N2CCOCC2)(N2CCOCC2)C(C)(C)C)CC1	i
42	Clc1ccc2nc(CSc3nc4ccccc4n3-c3ccccc3)cn2c1	i
43	O=C(COC(=O)c1cc2c(s1)CCC2)NC1CCS(=O)(=O)C1 (stereo not given)	i
44	CCc1nnc(NC(=O)C2CSC3(C)CCC(=O)N23)s1 (stereo not given)	i
45	CCCCCCCC(=O)NC(NC(=S)NC1CCS(=O)(=O)C1)C(Cl)(Cl)Cl (stereo not given)	i
46	CN(C)c1ccc(Cl)cc1N	i
47	O=S(=O)(c1ccc(N2CCN(Cc3ccc(Cl)s3)CC2)nc1)N1CCCC1	i
48	C=CCN1C(=S)N(c2ccc(Br)cc2)C2CS(=O)(=O)CC21 (stereo not given)	i
49	S=c1nn[nH]n1-c1ccc(Cl)cc1	i
50	Nc1ccc(SC(F)(F)F)cc1	i
51	O=C(N=C1N=C2C=CC(Br)=CN2Cc2ccccc21)c1ccccn1	i
52	O=S(=O)(c1ccc2c(c1)N(Cc1ccc(Cl)c(Cl)c1)C1CCCN21)N1CCOCC1 (stereo not given)	i
53	O=[N+]([O-])c1cc2c(cc1/C=N/n1c(-c3ccccn3)n[nH]c1=S)OCO2	i
54	COC(=O)c1sc2nc[nH]c(=O)c2c1CC(=O)O	i
55	CC1(C)N=C(N)NC(Nc2ccc(Br)cc2)=N1	i
56	c1ccc(-c2ccc(C3=NNC(=NC4CC4)SC3)cc2)cc1	i
57	O=C(Nc1nc2ccc(Cl)cc2s1)c1ccc([N+](=O)[O-])s1	i
58	O=C1N=C(N2CCOCC2)S/C1=C\C1=Cc2ccccc2OC1	i
59	Cc1nn(-c2ccccc2)c2c1P(=S)(OCCc1ccccn1)/C(=C1/N(C)c3ccccc3C1(C)C)C=N2 (stereo not given)	i
60	O=C(Nc1ccc(I)cc1)c1cc2cc(Br)cc(Br)c2oc1=O	i
61	O=C1c2ccccc2CCC1C1(O)C(=O)Nc2ccccc21 (stereo not given)	i
62	Cc1sc2ncnc(SCC(=O)NNC(=O)C3CC3)c2c1C	i
63	Cc1ccn2c(=O)cc(Cn3ncc(Cl)c(Cl)c3=O)nc2c1	i
64	CC1CN(S(=O)(=O)c2ccc(F)c(F)c2)CC(C)O1 (stereo not given)	i
65	CC1=C(C(=O)C(C)C)C(c2cccs2)c2c(nc(SCC(C)C)[nH]c2=O)N1 (stereo not given)	i
66	O=C1C=C/C(=N\OC(=O)c2ccccc2)C2=C1C1C=CC2C1 (stereo not given)	i
67	Cn1cc(P(=S)(N2CCOCC2)N2CCOCC2)cc1P(=Nc1ccc([N+](=O)[O-])cc1)(N1CCOCC1)N1CCOCC1	i
68	OC(CNCCC12CC3CC(CC(C3)C1)C2)COc1ccc(Cl)cc1Cl (stereo not given)	i
69	Cc1nn(CC(=O)c2cc(C)n(C(C)C)c2C)c(C)c1[N+](=O)[O-]	i
70	NC(=O)N1CCC(C(=O)O)CC1	i
71	Nc1ccc2nn(-c3ccc(F)cc3)nc2c1	i
72	Cn1cccc1C(=O)OCC(=O)N1N=C2/C(=C/c3cccs3)CCCC2C1c1cccs1 (stereo not given)	i
73	O=[N+]([O-])c1ccc2[nH]c(O)c(N=Nc3ccccc3[N+](=O)[O-])c2c1	i
74	COC(=O)c1c(NC(=O)C2SC(=NC3CCCCC3)C(C(N)=O)=C2N)sc2c1CCCC2 (stereo not given)	i
75	Cc1ccc(C2C3=C(CC(C)(C)CC3=O)Nc3n[nH]c(C)c32)cc1 (stereo not given)	i
76	CCN(CC)C(=O)COC(=O)C12CC3CC(CC(Br)(C3)C1)C2	i
77	Cc1nc(N)sc1N=Nc1ccc(Br)cc1	+
78	O=[N+]([O-])c1cc(C(F)(F)F)cc([N+](=O)[O-])c1N=C1CCN(c2ccccc2)N1	i
79	S=c1nc[nH]c2cc(-c3ccc(Cl)cc3)sc12	i
80	COCCCn1c(=S)[nH]c2sc(C)c(C)c2c1=O	i
81	C=C(Br)Cn1c(-c2ccccc2)nc2ccccc21	i
82	O=S(=O)(Nc1ncccn1)c1ccc(NS(=O)(=O)c2ccccc2F)cc1	i
83	CC(=O)Nc1sc(C)c(C)c1C(=O)OCC(=O)c1cc(C)n(-c2cc(C)on2)c1C	i
84	CC1=C(c2ccc(F)cc2)N2CCS(=O)(=O)N=C2S1	i
85	CCCN(CCCN(C)C)C(=N)C(Cl)(Cl)Cl	i
86	O=C1c2ccccc2S(=O)(=O)N1CCSc1nnc(-c2c[nH]c3ccccc23)o1	i
87	CN(Cc1ccc(Cl)s1)S(=O)(=O)c1ccc(Cl)s1	i
88	O=C(NC12CC3CC(CC(C3)C1)C2)c1cc2c(cc1Cl)N1CCCCCC1=NS2(=O)=O	i
89	CCSc1nnc(N)s1	i
90	Cc1ccc(C2=N/C(=C\c3ccc(C(C)(C)C)cc3)C(=O)O2)cc1	i

# Arranged by formula weight (falling): part of the list above.
no.	Compound	PL biosyn Enam
88	O=C(NC12CC3CC(CC(C3)C1)C2)c1cc2c(cc1Cl)N1CCCCCC1=NS2(=O)=O	i
83	CC(=O)Nc1sc(C)c(C)c1C(=O)OCC(=O)c1cc(C)n(-c2cc(C)on2)c1C	i
77	Cc1nc(N)sc1N=Nc1ccc(Br)cc1	+
85	CCCN(CCCN(C)C)C(=N)C(Cl)(Cl)Cl	i

# New compounds follow
entry	smiles	PL biosyn Enam
91	Cc1cccnc1NP1(=S)/C(=C2/N(C)c3ccccc3C2(C)C)C=NN1c1ccccc1 (stereo not given)	i
92	O=C(O)CCCCN1C(=O)CSC1=S	i
93	Cn1cccc1C(=O)OCC(=O)N1CCNC1=O	i
94	Cc1ccc(-c2[nH]c(=O)n3ccncc23)s1	i
95	Cc1ccc(C2=NN3C(C2)c2ccccc2OC32CCC(C)CC2)o1 (stereo not given)	i
96	O=C(NN1CCCCC1)C12CC3CC(CC(O)(C3)C1)C2	i
97	CCN(CN1C(=O)NC2(CCC(C(C)(C)C)CC2)C1=O)C1CCS(=O)(=O)C1 (stereo not given)	i
98	CC1(C)NC(=O)N(CC(=O)O)C1=O	i
99	CN(C)C(=O)CN1CCN(C(=O)CSc2nnnn2C2CCCCC2)CC1	i
100	c1ccc2c(c1)oc1c(NC3CCCCCC3)ncnc12	i
101	Cc1nc(N)[nH]c(=O)c1CCC(=O)O	i
102	Cc1ccc(S(=O)(=O)N2CCOCC2)s1	i
103	O=C(CSc1ncnc2sc3c(c12)CCCC3)NC1CCCCC1	i
104	O=[N+]([O-])c1ccc(/C=N/Nc2nc(-c3ccccc3)c3ccccc3n2)o1	i
105	O=C(COc1ncnc2sc3c(c12)CCC3)NC(=O)NCc1ccco1	i

# Reformatted field by field: entries from further up.
103. O=C(CSc1ncnc2sc3c(c12)CCCC3)NC1CCCCC1
  PL biosyn Enam: i
92. O=C(O)CCCCN1C(=O)CSC1=S
  PL biosyn Enam: i
91. Cc1cccnc1NP1(=S)/C(=C2/N(C)c3ccccc3C2(C)C)C=NN1c1ccccc1 (stereo not given)
  PL biosyn Enam: i
104. O=[N+]([O-])c1ccc(/C=N/Nc2nc(-c3ccccc3)c3ccccc3n2)o1
  PL biosyn Enam: i

# Remaining list, next part.
entry	smiles	PL biosyn Enam
106	Nc1c(Cl)cc(NC(=S)NC2CCCCC2)cc1Cl	i
107	Cn1c2c(c(=O)n1-c1ccccc1)C1=CCCCCCN1C=N2	i
108	O=c1[nH]c(Cn2cc(C(F)(F)F)cc(Cl)c2=O)nc2sc3c(c12)CCCC3	i
109	Cc1ccc(-c2nc(-c3ccc(Br)cc3)no2)cc1	i
110	Brc1cc2c(cc1CSc1nnc(-c3ccccc3)o1)OCO2	i
111	CN=c1scc(-c2cccs2)n1/N=C/c1ccco1	i
112	Cc1cc(N2CCCCC2)nc(N2CCCCC2)n1	i
113	CCOC(=O)C1=C(C)NC(C)=C(C(=O)OCC)C1C(=O)OCC(=O)c1cc(C)n(CCOC)c1C	i
114	Cc1ccc(/C=C(\C(=O)O)c2ccc(S(=O)(=O)N3CCCC3)s2)s1	i
115	CN1C(=O)NC(=O)C1(C)C	i
116	c1ccc(N2CCN(c3ccnc(N4CCN(c5ccccc5)CC4)n3)CC2)cc1	i
117	O=S(=O)(c1cccs1)N1CCN(Cn2nc(-c3ccco3)oc2=S)CC1	i
118	Cc1nccn1CC(O)Cn1c2ccc(Cl)cc2c2cc(Cl)ccc21 (stereo not given)	i
119	Cc1nc2sc3c(c2c(=O)n1/N=C/N(C)C)CCCC3	i
120	O=S(=O)(/C=C/c1ccccc1)N1C=Cc2ccccc2C1c1c[nH]c2ccccc12 (stereo not given)	i
121	c1ccc(C2CC(c3cccc4ccccc34)n3ncnc3N2)cc1 (stereo not given)	i
122	O=C1C(=O)N(C2CCCC2)C(=O)N1CC(=O)N(C1=CCCCC1)C1CC1	i
123	CN(Cc1cccs1)C(=O)CSc1nnc(-c2cccs2)n1C1CC1	i
124	O=C1N(c2ccccc2)C2CS(=O)(=O)CC2N1c1cccc([N+](=O)[O-])c1 (stereo not given)	i
125	CCCCNC(=S)N=Nc1c(O)[nH]c2ccc(F)cc12	i
126	NC(=O)c1ccsc1NC(=O)CSc1nnc(-c2cccs2)n1C1CC1	i
127	CCOC(=O)c1c(C)[nH]c(C(=O)OCC(=O)c2ccc(Cl)s2)c1C	i
128	COC(=O)c1c(N)sc2c1CCCCC2	i
129	Brc1ccc2nc(NCc3ccccn3)nc(-c3ccccc3)c2c1	i
130	O=c1[nH]cnc2ccc(Cl)cc12	i
131	C=CCOc1ccc(/C=C2\N=C(c3ccccc3I)OC2=O)cc1OC	i
132	S=C(NCC(c1ccco1)N1CCCC1)NC1CC2CCC1C2 (stereo not given)	i
133	CN=c1scc(-c2ccc(OC(F)F)cc2)n1/N=C/c1c(OC)cc(OC)cc1OC	i
134	Cc1nc2cc(O)c(O)cc2s1	i
135	Cc1cc(C)nc(N/N=C/c2c(F)c(F)c(F)c(F)c2F)n1	i
136	C=CCOc1c(Cl)cc(CNc2ncn[nH]2)cc1OC	i
137	CC(C)CN(C(=O)C(C)N1C(=O)C2CC=CCC2C1=O)c1c(N)n(CC(C)C)c(=O)[nH]c1=O (stereo not given)	i
138	CC1CC2=C(Nc3nnnn3C2c2ccc(Cl)cc2)/C(=C/c2ccc(Cl)cc2)C1 (stereo not given)	i

# An excerpt; count on the stated rates, not on these rows.
